High-throughput results: PubChem, National Center for Advancing Translational Sciences (NCATS)
AmpC detergent: inhibitors of E. coli AmpC beta-lactamase with detergent. P00811. AmpC hydrolysis of nitrocefin, absorbance 480 nm, 0.01% Triton. Potency, µM (highest dose often 114 µM), for the others: at the top dose activity change, negative = inhibition, hits mostly inhibitors. 370,000 compounds, 0.041% hits. AID 485294;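 note: potency is the fitted concentration of half-maximal effect; 0% = no-compound wells and -100% = no-enzyme wells; nearly all actives have a fitted effect of over 25% in size; some results filed as inactive show a strong effect at the top dose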
Target sequence (P00811 whole entry, looked up): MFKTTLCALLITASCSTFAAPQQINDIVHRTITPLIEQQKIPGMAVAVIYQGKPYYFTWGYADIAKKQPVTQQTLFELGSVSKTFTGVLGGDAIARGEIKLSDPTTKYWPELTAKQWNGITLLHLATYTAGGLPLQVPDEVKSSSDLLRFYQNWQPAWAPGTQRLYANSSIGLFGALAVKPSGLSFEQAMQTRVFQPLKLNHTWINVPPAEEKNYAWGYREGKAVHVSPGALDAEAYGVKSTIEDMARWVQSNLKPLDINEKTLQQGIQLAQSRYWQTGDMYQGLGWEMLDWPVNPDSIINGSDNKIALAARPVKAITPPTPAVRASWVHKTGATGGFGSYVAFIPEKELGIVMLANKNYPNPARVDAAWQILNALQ
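20 mM phosphate pH 7.0 + 0.01% (detergent screen) or 0.0001% Triton X-100; 5.3 nM AmpC reagent; cpd preinc 15 min RT; nitrocefin (800 uM stock) to start; A480 q20 s × 4 min; Activity was normalised to no-enzyme and no-compound control wells.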
Giardia FBPA inh: Giardia lamblia aldolase inhibition | A8B2U2 | purified Giardia FBPA | Potency, µM (series often up to 59.6 µM), for inactives: at the highest dose activity, negative = inhibition, usual class: inhibitors | 290,000 compounds, 0.71% hits; note: potency is the fitted concentration of half-maximal effect; nearly all actives have a fitted effect of over 55% in size
Target sequence (A8B2U2 whole entry, looked up): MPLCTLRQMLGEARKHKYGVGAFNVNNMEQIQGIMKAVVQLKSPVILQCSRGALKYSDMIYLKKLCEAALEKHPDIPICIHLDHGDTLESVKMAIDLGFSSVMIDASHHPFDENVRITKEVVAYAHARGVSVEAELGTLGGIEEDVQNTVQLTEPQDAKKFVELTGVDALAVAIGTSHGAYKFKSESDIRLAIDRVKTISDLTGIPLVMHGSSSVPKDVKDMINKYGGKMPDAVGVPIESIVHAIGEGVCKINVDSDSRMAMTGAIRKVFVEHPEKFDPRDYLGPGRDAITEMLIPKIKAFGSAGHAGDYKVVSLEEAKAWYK
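40 nM FBPA preincubated 10 min at RT with compound (up to 57.5 uM final), then substrate plus GAPDH/TPI/NAD/arsenate coupling and diaphorase/resazurin added. Fluorescence read after 20 min at RT, 525/598 nm.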
AmpC inh no detg: AmpC beta-lactamase inhibition without detergent | 330,000 compounds, 0.52% hits | Potency, µM (series often up to 57.1 µM), without a hit: at the highest dose activity change, negative = inhibition, most hits filed as inhibitors | P00811 | AmpC nitrocefin hydrolysis, absorbance 480 nm, 0.0001% Triton | AID 485341;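 note: potency is the fitted concentration of half-maximal effect; plate controls were no compound for no effect and no enzyme for full effect; nearly all actives have a fitted effect of over 20% in size; some results filed as inactive show a strong effect at the top dose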
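20 mM phosphate pH 7.0 + 0.01% (detergent screen) or 0.0001% Triton X-100; 5.3 nM AmpC reagent; cpd preinc 15 min RT; nitrocefin (800 uM stock) to start; A480 q20 s × 4 min; Activity was normalised to no-enzyme and no-compound control wells.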
HCV inhibitor: blocks hepatitis C virus; Huh7.5.1 HCVcc-Cre infection, luciferase reporter, 44 h; Potency, µM (highest dose often 41.8 µM), for inactives: at the highest dose activity change, negative = inhibition, actives largely listed as inhibitors; 340,000 compounds, 3.4% hits; AID 651820; note: potency is the fitted concentration of half-maximal effect
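Whole-lifecycle infectious HCVcc-Cre system; cells 1,000/well, compound then virus (~0.5 moi) added 4 h after plating, 44 h culture. Luciferase read 15 sec following 15 min substrate incubation, room temp.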
HCMV inh: human cytomegalovirus inhibition. HFF cells, HCMV-luciferase reporter, 72 h; stronger effect = lower value. activity change, negative = inhibition, % at 57.5 µM. 410,000 compounds, 4.5% hits. AID 1259415; in the data active = activity change below about -60%; inconclusive = no clear call, values can overlap the other calls; inactive = above about -39%
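Luciferase read-out from HCMV-luciferase-infected HFFs (MOI 1 PFU/cell) 72 h post infection at 37C; compounds added after 16 h cell attachment; activity normalized between buffer-only basal and Salinomycin (10uM) inhibitor controls.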
Sm TGR inh: S. mansoni TGR enzyme inhibition; Q962Y6; purified TGR, DTNB reduction, TNB absorbance 405 nm; Potency, µM (series often up to 114 µM), for the others: at the highest dose activity change, negative = inhibition, actives largely listed as inhibitors; 360,000 compounds, 3% hits; AID 485364; note: potency is the fitted concentration of half-maximal effect; nearly all actives have a fitted effect of over 60% in size
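First, TGR (20 nM dispensed) and NADPH were mixed with compound. Second, a 15 min room-temperature incubation followed. Third, further NADPH and then DTNB were added to start the reaction. Finally, TNB absorbance was monitored kinetically.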
An asterisk follows results filed as active; u = inconclusive; x = not tested or not shown; & = joins results of further samples; [ ] = remark or other dose. Unless noted, calls come from the whole dose curve; as a rule, active = well fitted curve in the direction sought with a large enough effect; inconclusive = small, poorly fitted or top-dose-only effect, or another doubt; inactive = no such curve, though single readings can be large; an effect the other way counts as inactive or inconclusive. Unless noted, % is set by controls: 0 for no effect and ±100 for the full control effect.

SMILES	AmpC detergent	Giardia FBPA inh	AmpC inh no detg	HCV inhibitor	HCMV inh	Sm TGR inh
CCOc1ccc(NC(=O)c2cc([N+](=O)[O-])ccc2N2CCOCC2)cc1	-16%	x	-20%	u	-23	2%
Cc1ccc(SCC(=O)c2c(C)[nH]c3ccccc23)cc1	-4%	0%	-27%	27%	-16	-3%
O=C(CCCc1ccccc1)NCCCN1CCOCC1	u	0%	-2%	16%	-9	-3%
CNc1snc(C)c1C(=O)OC(C)C(=O)c1ccc(F)cc1 (centres undefined)	0%	x	-11%	11µM*	-79*	-32%
CCOC(=O)c1cc2c(s1)-c1c(C)cccc1OC2	-16%	-1%	0%	-3%	61	5%
COc1cc2[nH]c(C(=O)NCCc3ccccc3)cc2c(OC)c1OC	2%	0%	-11%	u	108	4%
COc1cccc(NC(=O)Cc2c(C(=O)O)[nH]c3ccccc23)c1	-4%	20%	-18%	13%	19	-3%
O=C(CCc1ccccc1)NNC(=O)c1cc(Cl)ccc1O	-11%	-13%	-30%	-13%	-12	-31%
Cc1cc(C)c2c(c1)c(C)cc1nnc(SCC(=O)c3ccc(F)cc3)n12	27%	x	x	x	-23	1%
CCN1C(=O)[C@@H]2[C@@H](c3ccc(-c4ccc5c(c4)OCO5)cc3)N3CCCC[C@@]3(C(=O)OC)[C@@H]2C1=O	1%	x	45%	u	15	-30%
O=C(Cc1ccc(F)cc1)N/N=C/c1ccc2c(c1)OCO2	2%	5%	-14%	3%	84	x
O=C(CCSCc1cccc(Cl)c1)NCCc1ccc(Cl)cc1	u	4%	-11%	27%	-40&25	57%&-9%[activator]
Cc1cccc(Cc2nnc(CCC(=O)NCc3cn4ccccc4n3)o2)c1	10%	-2%	19%	4%	-32	6%
COc1ccccc1NS(=O)(=O)c1ccc(C)c(NC(=O)NCCCl)c1	-5%	-19%	2%	7%	20	11%
CC(C)C(NC(=O)OCc1ccccc1)C(=O)OCC(=O)NCc1ccco1 (centres undefined)	0%	0%	-1%	-8%	-2	28µM*
COc1ccccc1C(=O)Nc1cccc(C(=O)OCc2cc(=O)n3nc(C)sc3n2)c1	-1%	x	x	x	69	0%
CCN(CC)C(=O)[C@H]1C[C@H](CC(=O)NCC23CC4CC(CC(C4)C2)C3)C(=O)N2CCc3c([nH]c4cc(-c5ccco5)ccc34)[C@]12C	x	x	-8%	13%	-3	x
O=C(CN1CCC(NC(=O)c2ccccc2F)CC1)Nc1ccc2c(c1)OCCO2	-7%	-14%	-3%	-4%	4	0%
COC(=O)/C(C#N)=C/c1c(-c2ccccc2)nc2n1CCS2	-7%	-7%	-18%	4%	-17	-8%
NC(=O)C1(c2ccccc2)CCCN1C(=O)c1ccc(Br)cc1 (centres undefined)	-2%	14%	-12%	15%	-30	20%
O=C(CCCSc1nc2ccccc2c(=O)[nH]1)c1ccc(F)cc1	-2%	-12%	-15%	-10%	-24	-4%
Cc1cccc(/C=N\Nc2cn[nH]c(=O)c2Cl)c1	3%	1%	-13%	x	149	3%
CN1CCN(NS(=O)(=O)c2ccc(Cl)cc2)CC1	6%	1%	-22%	9%	4	-16%
COc1ccccc1NC(=O)C1CCCN1C(=O)NC1CCCCC1 (centres undefined)	0%	11%	-3%	15%	-16	2%
CS(=O)(=O)N1N=C(c2cccs2)CC1c1ccccc1 (centres undefined)	0%	0%	-7%	-5%	13	1%

Shown in CSV form: entries from further up
Structure,AmpC detergent,Giardia FBPA inh,AmpC inh no detg,HCV inhibitor,HCMV inh,Sm TGR inh
Cc1ccc(SCC(=O)c2c(C)[nH]c3ccccc23)cc1,-4%,0%,-27%,27%,-16,-3%
COC(=O)/C(C#N)=C/c1c(-c2ccccc2)nc2n1CCS2,-7%,-7%,-18%,4%,-17,-8%
O=C(CCCc1ccccc1)NCCCN1CCOCC1,u,0%,-2%,16%,-9,-3%
O=C(Cc1ccc(F)cc1)N/N=C/c1ccc2c(c1)OCO2,2%,5%,-14%,3%,84,x

Record cards (already shown). Values in the order: AmpC detergent, Giardia FBPA inh, AmpC inh no detg, HCV inhibitor, HCMV inh, Sm TGR inh
Cc1ccc(SCC(=O)c2c(C)[nH]c3ccccc23)cc1 is entered as -4%, 0%, -27%, 27%, -16, -3%
Cc1cccc(Cc2nnc(CCC(=O)NCc3cn4ccccc4n3)o2)c1 is entered as 10%, -2%, 19%, 4%, -32, 6%
COc1ccccc1NC(=O)C1CCCN1C(=O)NC1CCCCC1 (centres undefined) is entered as 0%, 11%, -3%, 15%, -16, 2%

New compounds follow:
SMILES	AmpC detergent	Giardia FBPA inh	AmpC inh no detg	HCV inhibitor	HCMV inh	Sm TGR inh
Cn1c(-n2c(CCN3C(=O)c4ccccc4C3=O)nc3ccccc3c2=O)nc2ccccc21	7%	23%	-11%	x	x	17%[11.4 µM]
CS(=O)c1ccccc1O (centres undefined)	-14%	4%	-16%	17%	-24	-1%
COc1ccccc1-n1c(SCC(=O)N2CCOCC2)nc(O)cc1=O	2%	4%	-2%	16%	15	3%
O=C(NCc1ccc(F)cc1)N[C@@H](Cc1ccccc1)C(=O)O	0%	u	-9%	28%	-30	-2%
NCCCC[C@H](N)c1nnc([C@H](CC(=O)O)NC(=O)C2CCNCC2)o1	7%	7%	-6%	-9%	-10	3%
O=C1C=C(c2cccc(Cl)c2)C[C@@H](c2ccc(Cl)cc2)C1	6%	x	-3%	9%	-40	-16%
NC(CCC(=O)O)C12CC3CC(CC(C3)C1)C2 (centres undefined)	-8%	0%	6%[2.29 µM]	21%	-2	3%
CC(=O)Nc1ccccc1Nc1cc(C#N)c(C#N)cc1[N+](=O)[O-]	-5%	-7%	-15%	u	10	-5%
Cc1ccc(CN2C(=O)C(Cc3ccccc3)Nc3ncnc(N4CCN(c5ccccc5)CC4)c32)cc1 (centres undefined)	-2%	x	-7%	u	1	u
CCn1c(SCC(=O)Nc2cc(C)on2)nnc1-c1ccc(S(=O)(=O)N2CCCC2)cc1	u	-3%	0%	16%&3%	-11	3%
COc1cc(OC)c(OC)cc1CN1CCN(Cc2ccco2)CC1	-7%	0%	-18%	19%	67	1%
CC(=O)N1CC(=O)N(CC(=O)Nc2ccc(Br)cc2)C1=S	-6%	-13%	-1%	8%	u	-12%
CNc1ccc(Br)cc(C(=O)/C=C/c2cccc(OC)c2OC)c1=O	-5%	u	-31%	u	-92*	7.1µM*
COCCn1c(N)c(C(=O)c2cccc(S(=O)(=O)N3CCCCCC3)c2)c(=O)[nH]c1=O	-4%	x	-25%	-5%	-19	-2%
CCCCn1nnnc1SCC(=O)NNC(=O)C1CCCCC1	3%	1%	-8%	6%	-9	-25%
CC(C)c1ccc(N(CC(=O)N2CCOCC2)S(C)(=O)=O)cc1	-8%	-1%	-1%	6%	2	2%
CN(CCOC(=O)c1ccc2c(c1)OCCO2)C(C)(C)C	4%	-14%	-9%	10%	11	-1%
CN(CC(=O)Nc1ccc(F)cc1)c1ccc(S(=O)(=O)N2CCCCC2)cc1[N+](=O)[O-]	u	-10%	0%	u	-25	3%
CC(=O)Nc1ccc(C(=O)COC(=O)CCS(=O)(=O)c2ccccc2)cc1	0%	x	-10%	10%	6	-16%
Cc1cc(C)c2cc(CN(Cc3cccs3)Cc3nnnn3CC3CCCO3)c(=O)[nH]c2c1 (centres undefined)	7%	-14%	95%[activator]	u	-10	-2%
COc1ccccc1/C=C/C(=O)NCc1cccnc1	5%	6%	0%[2.29 µM]	1%	32	-1%
C(=N\n1cnnc1)/c1cccnc1	u	-2%	-8%	17%	42	2%
Cc1nn(-c2ccccc2)c2c1C(c1c(C)[nH]c(C#N)c1C)C(C#N)=C(N)O2 (centres undefined)	2%	u	-35%	11%&-12%	60	-29%
O=C(CS(=O)(=O)c1ccccc1)NCc1ccco1	7%	-4%	-9%	24%	17	x
CC(=O)c1ccc(-c2ccc(C(=O)N(C)c3c(N)n(Cc4ccccc4)c(=O)[nH]c3=O)o2)cc1	-18%	x	133%[activator]	-3%[8.37 µM]	-13	-2%
(list continues)
SMILES	AmpC detergent	Giardia FBPA inh	AmpC inh no detg	HCV inhibitor	HCMV inh	Sm TGR inh
CCc1ccc(Nc2nc(N)nc(CSc3nnnn3-c3ccccc3)n2)cc1	-5%	0%	u	u	8	-3%
c1ccc(CSc2nnc(-c3cccs3)n2Cc2ccco2)cc1	0%	0%	-24%	-8%	-27	-15%
O=c1[nH]c(C2CC2)nc2sc3c(c12)CCCC3	6%	-4%	-13%	-26%	-37	x
O=S(=O)(Nn1cnnc1)c1ccc(F)cc1	-9%	-3%	-6%	u	-13	x
Cc1ccc(S(=O)(=O)N2CCN(c3ccc([N+](=O)[O-])c(NCCN4CCOCC4)c3)CC2)cc1	-6%	-8%	156%[activator]	-27%	-16	2%
COc1ccc(NC(=S)N2CCC(C(=O)c3ccc(C)cc3)CC2)c(OC)c1	-3%	1%	0%	-25%	-32	0%
CC12CC(c3ccccc3O1)C(C(=O)NCc1ccccc1)C(=O)N2 (centres undefined)	u	-2%	-10%	12%	-6	6%
CC12CCC3(CO)COC(c4ccccc4O1)C2C3 (centres undefined)	u	1%	0%	-3%	40	-13%[11.4 µM]
O=C(NCc1ccc(F)cc1)C1C2C=CC3(CN(Cc4cccnc4)C(=O)C13)O2 (centres undefined)	-6%	7%	-15%	19%	12	-1%
Cn1c2ccccc2c(=O)c2cc(C#Cc3cccc(N)c3)ccc21	-2%	x	-37%	u	x	-1%
CCOC(=O)c1ccc(NC(=O)NCCN2CCCCC2)cc1	u	8%	-33%	-23%	27	0%
O=C(NNC(=S)Nc1ccc(Br)cc1)c1ccc(N2CCOCC2)c([N+](=O)[O-])c1	4%	18%	-36%	25%	-33	0%
CC(=O)Nc1ccc(C(=O)OCC(=O)N(Cc2ccccc2)C(C)(C)C)cc1	u	1%	57%	-5%	-19	-9%
O=C(c1ccc(F)cc1)N1CCN(C(=O)c2ccc([N+](=O)[O-])cc2)CC1	1%	0%	-14%	7%	2	14%
CCO/C=C1/C(=O)N(c2ccccc2OC)C(=O)c2ccccc21	-1%	-19%	-13%	14%	-30	u
COC(=O)c1ccccc1Oc1nc(Cl)cc(OC)n1	2%	4%	-24%	4%	9	9%
CCOC(=O)C1(Cc2cccc(OC)c2)CCN(Cc2cnc(N)nc2)CC1	-5%	5%	1%	-6%	-27	-2%
COc1ccc(/C=N/OCC(=O)N2CC3(C)CC2CC(C)(C)C3)cc1OC (centres undefined)	1%	-2%	97%[activator]	-19%	u	-2%
CN1CCN(C(=O)C23CCC(C)(C(=O)C2Br)C3(C)C)CC1 (centres undefined)	-11%	-1%	-3%	3%	-1	9%
c1ccc(CCOn2ccnc2)cc1	-1%	-12%	-7%	17%	9	2%
Cc1ccc(-n2cnc3cc(C(=O)NCCC4=CCCCC4)ccc32)c(C)c1	12%	x	x	x	-8	6%
COc1ccc(CCNC(=S)Nc2cccc3ccccc23)cc1	-8%	-3%	-16%	u	-26	-3%
COc1cnc(-c2ccccn2)nc1Oc1ccc(F)cc1F	-17%	-9%	2%	-13%	-34	5%
O=C(Nc1ccc([N+](=O)[O-])cc1)C(=O)Nc1cccc(C(=O)O)c1	-1%	0%	-19%	4%	0	9%
